# KCC2 mod = modulators of human KCC2 chloride dependent transport; Q9H2X9; B-score of Tl+ flux slope (higher = more flux/activation; lower = inhibition) at 10 µM; hit rate 2.2% among 190,000; AID 1456; KCC2 cells, thallium flux FluoZin-2 fluorescence;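 active = thallium flux slope and its plate-corrected score both differing from the plate sample mean at a set confidence after two filtering rounds, in either direction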;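 also: slope of fluorescence scaled to starting intensity during 10 to 20 s after thallium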
# PERK inhibitor = human PERK inhibition, primary cell-based screen. Q9NZJ5. CHO PERK-DD fusion, SEAP luminescence translation reporter. inhibition, % at 5.6 µM. hit rate 0.17% among 220,000;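 active = inhibition above the mean inhibition of all tested compounds plus 3 SD, set separately per screening campaign, cut at about 2.9% in these data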;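 also: PERK kinase domain activated by AP20187 dimerizer at 100 nM; 0% = DMSO with dimerizer and 100% = rapamycin at 8.4 µM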
# EBV gp42 inh = blocks Epstein-Barr virus glycoprotein 42 binding; Fluorescence polarization binding assay, mP read-out; inhibition, % (tested at 21.74 µM); hit rate 0.42% among 220,000; in the data active = inhibition above about 50%
# m-calpain inh = inhibitors of pig calpain II | inhibition, % at 16 µM | purified calpain II, fluorogenic peptide substrate, 30 min | hit rate 0.37% among 220,000;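 active = inhibition above about 50%, limit read from the data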
# Rad51 HR inh = blocks human Rad51 in homologous recombination; hRad51 DNA strand exchange, fluorescence dequenching; inhibition, % at 10 µM; Q06609; hit rate 0.085% among 200,000;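 active = inhibition above 40% at the single screening dose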;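 also: 0% = DMSO control wells and 100% = blanks with heterologous ssDNA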
#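 Test system: preformed human Rad51 ssDNA filaments. Compound dosing: single dose, 10 µM final compound. Incubation: filaments 15 min 37 °C, then compound 30 min. Technique: FRET fluorescence dequenching, excitation 485 nm, emission 520 nm. Read-out basis: percent inhibition from fluorescence, normalised to plate control and blank means. Benchmarks: plate controls and plate blanks.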
# zVAD death inh = L929 zVAD cell death inhibition; L929 zVAD necroptosis rescue, ATP luminescence, 24 h; with zVAD 60 µM; viability rescue, % at 10 µM; hit rate 0.38% among 220,000; AID 1377;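 active = activation, scaled between plate controls, above about 75%, limit read from the data; inactive = activation under that limit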;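 also: 0% = zVAD with DMSO and 100% = DMSO alone without zVAD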
# eIF4E 4G PPI = blocks eIF4E binding to eIF4G; AID 782; hit rate 0.37% among 220,000; P63073+Q04637; TR-FRET eIF4E-eIF4GI(517-606) binding, 2 h; inhibition, % at 21.7 µM;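 active = inhibition above about 30%, limit read from the data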;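 also: 0% = full FRET control wells and 100% = background wells lacking eIF4GI fragment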
# Target sequence (P63073 whole entry, looked up, the tested form may be a part): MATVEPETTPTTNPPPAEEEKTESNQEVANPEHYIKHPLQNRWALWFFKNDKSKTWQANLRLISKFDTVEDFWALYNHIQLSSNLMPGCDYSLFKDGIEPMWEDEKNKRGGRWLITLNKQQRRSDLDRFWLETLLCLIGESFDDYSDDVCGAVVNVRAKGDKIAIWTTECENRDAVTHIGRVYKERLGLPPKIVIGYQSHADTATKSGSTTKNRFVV
# Target sequence (Q04637 whole entry, looked up, the tested form may be a part): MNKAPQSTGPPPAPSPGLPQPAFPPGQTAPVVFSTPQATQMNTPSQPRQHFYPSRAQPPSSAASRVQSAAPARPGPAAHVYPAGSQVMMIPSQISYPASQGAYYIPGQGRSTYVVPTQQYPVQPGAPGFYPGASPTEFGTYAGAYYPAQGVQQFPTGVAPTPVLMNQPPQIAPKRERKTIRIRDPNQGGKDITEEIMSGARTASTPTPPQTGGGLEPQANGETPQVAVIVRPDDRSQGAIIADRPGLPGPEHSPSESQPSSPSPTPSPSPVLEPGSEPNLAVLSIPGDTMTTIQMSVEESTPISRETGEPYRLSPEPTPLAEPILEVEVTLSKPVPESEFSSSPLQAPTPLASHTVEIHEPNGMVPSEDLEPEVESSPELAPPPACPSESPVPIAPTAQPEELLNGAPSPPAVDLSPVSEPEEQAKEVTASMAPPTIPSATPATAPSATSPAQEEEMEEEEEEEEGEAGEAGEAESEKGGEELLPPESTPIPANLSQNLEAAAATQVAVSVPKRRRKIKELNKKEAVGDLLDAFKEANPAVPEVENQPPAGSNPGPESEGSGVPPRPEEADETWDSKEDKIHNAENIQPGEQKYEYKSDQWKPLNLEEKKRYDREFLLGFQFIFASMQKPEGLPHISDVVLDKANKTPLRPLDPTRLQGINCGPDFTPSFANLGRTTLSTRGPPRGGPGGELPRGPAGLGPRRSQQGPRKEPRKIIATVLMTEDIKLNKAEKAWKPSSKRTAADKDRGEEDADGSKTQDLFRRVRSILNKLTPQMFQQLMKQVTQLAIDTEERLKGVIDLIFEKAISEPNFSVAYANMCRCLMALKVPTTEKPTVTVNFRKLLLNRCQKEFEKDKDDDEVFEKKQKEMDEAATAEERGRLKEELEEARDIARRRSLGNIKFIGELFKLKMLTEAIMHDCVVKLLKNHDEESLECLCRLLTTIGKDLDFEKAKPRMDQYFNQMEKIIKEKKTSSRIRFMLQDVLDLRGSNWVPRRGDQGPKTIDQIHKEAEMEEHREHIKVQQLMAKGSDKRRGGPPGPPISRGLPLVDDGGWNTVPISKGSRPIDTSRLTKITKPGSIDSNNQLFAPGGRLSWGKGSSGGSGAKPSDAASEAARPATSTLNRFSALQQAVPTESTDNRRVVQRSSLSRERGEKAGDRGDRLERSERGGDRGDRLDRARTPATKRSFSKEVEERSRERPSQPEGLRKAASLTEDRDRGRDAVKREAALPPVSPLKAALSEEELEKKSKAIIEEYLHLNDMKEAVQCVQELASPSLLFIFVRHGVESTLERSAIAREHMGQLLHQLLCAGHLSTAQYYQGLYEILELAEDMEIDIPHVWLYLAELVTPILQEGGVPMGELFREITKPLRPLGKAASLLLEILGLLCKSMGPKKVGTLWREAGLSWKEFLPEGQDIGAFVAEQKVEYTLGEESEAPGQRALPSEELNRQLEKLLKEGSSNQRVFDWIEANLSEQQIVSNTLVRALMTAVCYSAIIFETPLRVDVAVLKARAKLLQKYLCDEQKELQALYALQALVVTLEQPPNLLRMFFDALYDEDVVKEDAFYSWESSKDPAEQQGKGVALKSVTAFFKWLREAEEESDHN
# TNF necrop inh = TNF-alpha cell death inhibition in Jurkat FADD-/- cells. Jurkat FADD-/- TNF necroptosis rescue, ATP luminescence, 24 h; 0 = TNF only, 100 = no-TNF cells. activation (protection from cell death), % at 10 µM. hit rate 0.068% among 220,000. AID 463075;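 active = activation, meaning protection from cell death, of at least 50% relative to plate controls; inactive = activation below 50%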;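 also: necroptosis triggered by 40 ng/mL TNF-alpha added together with compound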
# MDM2 E3 inh = Mdm2 E3 ligase (human) inhibition | hit rate 0.11% among 210,000 | cell-based MDM2 ubiquitination luciferase reporter, 2 h; 0 = plate control, 100 = twice control, blank-subtracted | Q00987 | AID 1230 | signal enhancement, % at 5 µM;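 active = signal enhancement of 30% or more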;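 also: luminescence tracks abundance of the self-degrading MDM2-luciferase fusion protein; higher signal means inhibition of MDM2 E3 ligase activity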
#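 System: stable MDM2–luciferase fusion reporter cells / Input: 2000 cells seeded into each well / Schedule: 4 h settle plus 2 h compound, 37 °C / Compound: single-point 5 µM / Buffer or medium: cells held in DMEM / Benchmarks: control and blank well means / Evaluation: percent signal gain over controls, blank-subtracted / Measured by: luciferase luminescence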
# Active calls of the source: *; x = not tested or not shown; [ ] = remark or other dose. Outcome played no part in choosing rows. About 3.6% of those tested had a hit in this group.
canonical_smiles	KCC2 mod	PERK inhibitor	EBV gp42 inh	m-calpain inh	Rad51 HR inh	zVAD death inh	eIF4E 4G PPI	TNF necrop inh	MDM2 E3 inh
N#CC1=C2N=C(N)c3ccccc3N2C2=C(C(=O)CCC2)C1c1ccccc1F (stereo unspecified)	-0.33	-0.9	26	-12	-15	-0.2	-3	-1.4	1
COc1cc(/C=C(\C#N)c2nc3c(s2)CCCC3)ccc1O	0.15	-0.8	-55	-64	-123	0.1	3[fluorescence artefact?]	-2.2	-14
CCCC(=O)Nc1ccc(C(N)=O)cc1	1.4	-0.8	-8	-2	0	3.1	-2	1.0	-5
CCOC(=O)C(Cc1ccc(O)cc1)NC(=O)CNC(=O)C(CC(C)C)NC(=O)OC(C)(C)C (stereo unspecified)	-1.5	-0.8	-3	15	-7	-0.2	-4	-0.9	-15
CCCCN(CCCC)C(=O)/C=C/c1cccc([N+](=O)[O-])c1	x	-0.3	10	62*	0	-0.2	-10	0.0	6
Cc1ccc2c(CC(=O)Nc3sccc3C(N)=O)coc2c1	-0.038	-1.5	-22	-86	x	0.9	2	-0.4	12
COc1ccc(-n2c(SCC(=O)NCc3ccco3)nc3c([nH]c4ccccc43)c2=O)cc1	-0.17	-0.6	0	-40	-2	2.1	0	1.7	12
COC(=O)c1ccc(CNC(=O)CSC2=NCCS2)cc1	-0.12	0.5	-9	3	7	1.3	-4	2.6	2

# Record cards (already shown):
# CCCCN(CCCC)C(=O)/C=C/c1cccc([N+](=O)[O-])c1 is entered as KCC2 mod: x; PERK inhibitor: -0.3; EBV gp42 inh: 10; m-calpain inh: 62*; Rad51 HR inh: 0; zVAD death inh: -0.2; eIF4E 4G PPI: -10; TNF necrop inh: 0.0; MDM2 E3 inh: 6
# N#CC1=C2N=C(N)c3ccccc3N2C2=C(C(=O)CCC2)C1c1ccccc1F (stereo unspecified) is entered as KCC2 mod: -0.33; PERK inhibitor: -0.9; EBV gp42 inh: 26; m-calpain inh: -12; Rad51 HR inh: -15; zVAD death inh: -0.2; eIF4E 4G PPI: -3; TNF necrop inh: -1.4; MDM2 E3 inh: 1

# Next section:
canonical_smiles	KCC2 mod	PERK inhibitor	EBV gp42 inh	m-calpain inh	Rad51 HR inh	zVAD death inh	eIF4E 4G PPI	TNF necrop inh	MDM2 E3 inh
CC1=C(C)CC(C(=O)NC(C)CCc2ccccc2)C(C(=O)O)C1 (stereo unspecified)	-1.5	0.9	-9	15	2	2.2	-6	0.1	-41
NC(=O)c1ccc(NC(=O)COC(=O)c2ccc3c(c2)OCCO3)cc1	0.82	-0.1	-19	-27	-17	0.5	-3	3.1	x
Nc1nc(NC(=O)c2cccnc2)nn1-c1ccccc1	-0.022	0.1	-1	14	-1	0.3	10[fluorescence artefact?]	-0.7	-10
COc1cc(/C=N\NC(=O)C2C(=O)NCC2c2ccccc2)cc(OC)c1O (stereo unspecified)	-0.19	0.6	-5	-106	x	0.1	-8	-3.5	-3
COc1ccc(/C=C\C(=O)NCc2ccc3[nH]c(C)cc3c2)cc1OC	0	0.4	18	3	7	x	0[fluorescence artefact?]	1.2	x
CCN(CC)CC(O)COCCC12CC3CC(CC(C3)C1)C2 (stereo unspecified)	-0.023	-0.1	-14	-1	0	-0.8	-1[fluorescence artefact?]	-0.3	-11
CCOC(=O)C1C(=O)NC(SCC(=O)Nc2nccs2)=C(C#N)C1c1ccccc1OCC (stereo unspecified)	-1.7	0.0	-12	-9	3	88*	0	16	-7
O=C(CCl)NC(Cc1ccccc1)c1ccccc1 (stereo unspecified)	0.78	0.7	-15	-15	1	1.6	2	-1.7	-22
COC(=O)CC1(C(=O)OC)Oc2ccc(Br)cc2C(=O)N1c1cc(Cl)c(Cl)cc1Cl (stereo unspecified)	-0.42	-0.3	-3	-10	0	0.0	0	-2.3	-10
CCOC(=O)C1(Cc2cccc(OC)c2)CCN(Cc2ccccc2)CC1	-1	0.9	-12	37	-7	0.3	2	0.7	-4
N#Cc1c(N)n(CCNC(=O)c2ccccc2)c2nc3ccccc3nc12	-0.14	0.1	-27	-491	x	x	3	-1.0	-7
CCOC(=O)N1CCN(C(=O)c2ccc3c(=O)n(CCC4=CCCCC4)c(=S)[nH]c3c2)CC1	x	0.0	-12	17	2	0.4	6	-2.5	-3
O=C1CC(c2nc3ccccc3[nH]2)CN1c1ccccc1 (stereo unspecified)	-1	0.0	-21	-8	-2	-0.5	3	-0.7	-17
O=C(O)c1cn(C2CC2)c2cc(N3CCOCC3)c(F)cc2c1=O	1.1	1.5	x	x	x	-0.7	x	-1.6	x
Cc1cc(C)c2nc(Cl)c(C3NC(=O)c4ccccc4N3)cc2c1 (stereo unspecified)	0.0038	0.1	-8	-5	-3	2.7	-1	1.7	-12
CCC(=O)N1C(=O)CCN(C(C)=O)c2ccccc21	0.43	1.2	-7	-3	3	0.1	0	-1.5	8
O=C(CN(C(=O)CCNC(=O)c1ccco1)c1ccccc1)NC1CCCC1	-1	-0.1	-3	16	5	0.9	-2	-0.7	-14
CC(Sc1ccsc1[N+](=O)[O-])C(=O)NCc1ccco1 (stereo unspecified)	0.18	0.4	-7	-52	-5	0.8	-1	2.2	-28
O=C(NC1CCCCC1)C(c1ccc2ncccc2c1)N(Cc1ccco1)C(=O)c1ccc2c(c1)OCCO2 (stereo unspecified)	-0.87	-1.4	-17	-54	1	-0.3	1	-3.1	-18
c1ccc(-n2c(SCc3ccncc3)nnc2-c2ccco2)cc1	x	-0.8	-11	-28	x	0.1	x	-0.5	-7
O=C(CSc1nc2c(c(=O)n1-c1ccc(F)cc1)SCC2)NCc1ccco1	x	-0.8	10	-20	-5	-0.1	-1	-0.4	-13
CCOC(=O)n1c(SCC(=O)N(CC)CC)nc2ccccc21	-0.36	-0.6	-11	-6	2	-0.5	17[fluorescence artefact?]	-2.2	-18
Cc1cc(CNCc2cn(C)nc2-c2ccc(Oc3ccccc3)cc2)on1	-1.1	0.4	8	-18	12	0.7	-2	-0.9	-10
CS(=O)(=O)c1ccccc1C(=O)NC1CCCc2ccccc21 (stereo unspecified)	0.36	0.5	-11	16	0	1.3	4	0.1	-9
COc1ccccc1Nc1ncc(C(=O)N2CCC(C(N)=O)CC2)c2ccccc12	-0.41	0.6	-19	7	3	1.6	3[fluorescence artefact?]	2.0	-4
CCn1nnnc1-c1ccc(OC)c(S(=O)(=O)Nc2ccc(C(=O)OC)cc2)c1	0.24	-0.7	-13	-11	-3	-0.8	-3	-0.4	-5
COc1ccc(-c2cc(C(=O)OCC(=O)NC(C)C)c3ccccc3n2)cc1	0.53	-0.3	-4	-69	15	-0.1	2	-0.6	-15
COC(=O)c1c(C)oc(C)c(C(=O)OC)c1=O	0.5	0.7	-3	8	-2	0.9	-8	-0.8	-17
COc1cc2c(cc1NC(=O)CSc1nccn1C)oc1ccccc12	-2	-0.5	-3	8	2	5.0	7[fluorescence artefact?]	2.0	-7
Cc1csc(=O)n1CC(=O)OCc1cccc2ccccc12	-3.4	0.8	-10	1	-2	3.2	1	2.8	5
O=S1(=O)CC2NC(=S)N(c3cccc(Br)c3)C2C1 (stereo unspecified)	0.62	0.6	-3	-17	x	1.0	2	1.4	-5
COc1ccc(CCNC(=O)c2c(C)nc3ccccn23)cc1OC	0.59	0.0	-16	-18	-1	0.4	0	1.0	-2
COc1ccc(N2C(N)=NC(N)=NC2(C)C)cc1	0.44	0.5	-15	-2	x	0.1	-12	-9.0	-18
COc1ccc2c(C)c(C(=O)O)oc2c1	-0.18	1.5	-7	-194	6	0.1	-6	-0.4	-10
CC(C)Oc1cccc(C(=O)C2CCCN(Cc3cnc(N4CCCC4)s3)C2)c1 (stereo unspecified)	-1.4	-0.7	-7	24	10	-0.4	-5	0.4	-8
Nn1c(SCc2ccccn2)nncc1=O	0.00041	1.1	-5	-2	4	5.4	-1	0.5	-3
CCCN1CNC(=S)N(CCc2ccccc2)C1	-0.028	0.6	4	-7	0	0.4	16	0.4	11
CCNC(=O)COC(=O)c1cc(S(=O)(=O)N2CCCc3ccccc32)ccc1Cl	-1.1	1.5	-4	-6	17	-0.3	-4	-3.3	-8
COC(=O)Cc1[nH]nc2c1C1(CCSCC1)C(C#N)=C(N)O2	x	-0.5	-17	-29	0	-0.5	2[fluorescence artefact?]	-1.3	-14
COCCCNC(=O)c1ccc(Cn2c(=O)c3ccccc3n(Cc3ccc(C)cc3)c2=O)cc1	0.46	0.1	-22	16	-7	2.2	-3	0.0	-9

# Arranged by the number under KCC2 mod (high to low): some entries from above.
molecule | KCC2 mod | PERK inhibitor | EBV gp42 inh | m-calpain inh | eIF4E 4G PPI
COc1ccc(N2C(N)=NC(N)=NC2(C)C)cc1 | 0.44 | 0.5 | -15 | -2 | -12
Nn1c(SCc2ccccn2)nncc1=O | 0.00041 | 1.1 | -5 | -2 | -1
CCNC(=O)COC(=O)c1cc(S(=O)(=O)N2CCCc3ccccc32)ccc1Cl | -1.1 | 1.5 | -4 | -6 | -4

# (next part)
canonical_smiles	KCC2 mod	PERK inhibitor	EBV gp42 inh	m-calpain inh	Rad51 HR inh	zVAD death inh	eIF4E 4G PPI	TNF necrop inh	MDM2 E3 inh
NC(=O)CSc1nc2ccccc2nc1SCC(N)=O	-0.22	0.8	-1	-44	-5	2.1	1	1.2	-7
O=C1NC(=S)S/C1=C\c1coc2ccccc2c1=O	x	-0.7	0	-23	-27	0.6	-1	-1.0	-25
O=C1c2cccnc2C(=O)N1Cc1ccccc1	0.044	0.7	4	0	-4	2.9	-3	1.6	-10
CC1C/C=C/C=C/C=C/C=C/C(O[C@@H]2O[C@H](C)[C@@H](O)[C@H](N)[C@@H]2O)CC2OC(O)(CC(O)CC3OC3/C=C/C(=O)O1)CC(O)C2C(=O)O (stereo partly specified)	0.39	1.3	-20	-31	x	2.3	1	0.7	x
Cc1cc2c(cc1C)N(CC(=O)N1CCCC1)C(=O)CC(c1ccccc1)=N2	x	-1.1	-10	-8	9	-0.6	-6	-0.4	-15
BrC(/C=N/Nc1nc(N2CCOCC2)nc(N2CCOCC2)n1)=C/c1ccccc1	0.3	1.6	0	19	-4	1.2	-3[fluorescence artefact?]	-5.1	-6
Cc1cc(C)n(CCc2nc3c4ccccc4n(CC#N)c(=O)n3n2)n1	x	0.0	-8	15	-5	-0.1	0	0.3	1
COc1cc(SC)ccc1C(=O)NCc1ccc(C)cc1	x	0.3	-9	5	2	1.5	-7	-2.3	-18
CC(=O)NN1C(=O)c2ccc(Oc3cccc([N+](=O)[O-])c3)cc2C1=O	0	0.2	-3	-21	3	-0.2	5	-1.6	-10
COCCCNC(CC(=O)Nc1ccccc1C(=O)OC)C(=O)O (stereo unspecified)	0.5	2.6	x	x	x	-0.2	x	-1.1	x
Cc1cccc(NS(=O)(=O)c2cc(C(=O)OC(C)C(=O)NCc3ccc4c(c3)OCO4)ccc2C)c1 (stereo unspecified)	-1.3	-0.6	-20	-14	4	0.2	6	3.7	-7

# Compound activity from PubChem BioAssay.
